CRFBP-R2 block = blocks CRF-induced signaling of the CRF-BP/CRF-R2 complex | AID 588475 | inhibition, % at 11.8 µM | 0.59% of 350,000 active | HEK293 CRF-R2/CRF-BP, CRF-induced calcium fluorescence;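 active = inhibition of the ligand-induced calcium signal above about 50% at the single tested concentration, limit read from the data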
IDE inh = cellular human IDE inhibition. HEK cells, FAbetaB cleavage, fluorescence polarization. inhibition, % at 5.59 µM. 0.41% of 320,000 active;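 active = percent inhibition above the average of all tested compounds plus 3 SD, set per screening campaign, cut at about 16% in these data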;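 note: IDE supplied by intact live HEK cells; FP after avidin binding of uncleaved biotin substrate so inhibition keeps polarization high; 0% = DMSO wells and 100% = 60 µM reference IDE inhibitor Ii1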
Target sequence (P14735 whole entry, looked up): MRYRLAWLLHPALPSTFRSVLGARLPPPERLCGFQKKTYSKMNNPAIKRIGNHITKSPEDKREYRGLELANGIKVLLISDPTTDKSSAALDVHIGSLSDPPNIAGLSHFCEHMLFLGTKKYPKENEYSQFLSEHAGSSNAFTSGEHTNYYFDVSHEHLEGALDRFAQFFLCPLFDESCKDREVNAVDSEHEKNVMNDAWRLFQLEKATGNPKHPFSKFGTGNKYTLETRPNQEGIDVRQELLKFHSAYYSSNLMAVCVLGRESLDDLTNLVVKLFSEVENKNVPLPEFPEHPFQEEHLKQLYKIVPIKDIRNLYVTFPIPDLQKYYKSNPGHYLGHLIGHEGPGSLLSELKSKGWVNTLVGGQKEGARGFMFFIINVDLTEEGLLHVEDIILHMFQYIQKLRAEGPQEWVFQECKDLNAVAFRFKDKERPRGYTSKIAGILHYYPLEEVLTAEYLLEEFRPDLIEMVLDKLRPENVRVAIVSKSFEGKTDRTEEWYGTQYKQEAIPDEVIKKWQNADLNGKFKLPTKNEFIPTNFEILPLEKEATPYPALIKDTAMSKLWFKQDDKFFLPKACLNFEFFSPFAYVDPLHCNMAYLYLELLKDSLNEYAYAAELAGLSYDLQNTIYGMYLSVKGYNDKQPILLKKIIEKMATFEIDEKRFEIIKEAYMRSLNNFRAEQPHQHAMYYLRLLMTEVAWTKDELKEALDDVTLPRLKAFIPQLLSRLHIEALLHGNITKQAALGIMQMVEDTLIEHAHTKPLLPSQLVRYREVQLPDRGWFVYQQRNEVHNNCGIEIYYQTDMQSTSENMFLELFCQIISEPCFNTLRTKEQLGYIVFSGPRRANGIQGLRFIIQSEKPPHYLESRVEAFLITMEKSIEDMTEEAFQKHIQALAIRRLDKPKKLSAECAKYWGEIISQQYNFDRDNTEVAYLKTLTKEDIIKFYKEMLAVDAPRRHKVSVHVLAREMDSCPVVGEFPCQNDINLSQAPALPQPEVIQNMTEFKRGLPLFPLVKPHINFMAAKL
GalR3 antagonist = antagonists of human GalR3 | HEK293 GalR3-CNG cAMP membrane potential fluorescence; galR3 body fused to GalR1 C-terminus | inhibition, % at 3 µM | 0.44% of 360,000 active | AID 651719;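 active = inhibition above the screen-wide average plus 3 SD, cut at about 13% in these data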;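 note: forskolin and galanin both at EC90 stimulate the cells; cAMP rise reported by CNG channel membrane potential dye signal; 0% = forskolin plus galanin with DMSO and 100% = forskolin alone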
pCIP destab = p/CIP protein destabilization. decrease of EGFP signal, % at 10 µM. 0.01% of 290,000 active. F442A p/CIP-EGFP cells, EGFP fluorescence, 16 h. Q05BA5;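 active = EGFP signal decrease of at least 30% at 10 µM or well 3 SD below plate mean, unless failing retest; inactive = the rest, including hits failing retest or dose response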; note: some compounds called inactive have numbers as strong as hits; many of its hits are not listed in these tables
UBC9 SUMO inh = SUMOylation inhibition; inhibition, % at 35 µM; HTRF SUMOylation assay, SAE1/SAE2 + UBC9, in vitro; 0.36% of 290,000 active; P63279; in the data active = inhibition above about 50%, passing the limit was not always enough; note: strong numbers were not always called active
Active calls of the source: *; . = not tested or not shown. Not all compounds are listed; count on the stated rates, not on these rows.

SMILES	CRFBP-R2 block	IDE inh	GalR3 antagonist	pCIP destab	UBC9 SUMO inh
CC[C@H]1CC2CN3CCc4c([nH]c5c([C@H]6C[C@H]7[C@H](CC)CN(C)[C@@H](Cc8c6[nH]c6ccccc86)[C@H]7C(=O)OC)c(OC)ccc45)C(C(=O)OC)(C2)C13	.	9	.	.	.
O=C(O)C1=CC(=C(c2ccc(O)c(C(=O)O)c2)c2ccc(O)c(C(=O)O)c2)C=CC1=O	.	-2	.	.	.
COC(=O)CCCC1=CC2=CC(=O)C(C)(O)C(=O)C2=CO1 (configuration not stated)	.	10	.	.	.
Cc1nc2ccc(CN(C)c3ccc(C(=O)N[C@@H](CCC(=O)O)C(=O)O)s3)cc2c(=O)[nH]1	.	-1	.	.	.
O=C(Nc1ccc(Cl)cc1)c1nc[nH]c1C(=O)NCCCNC(=O)c1[nH]cnc1C(=O)Nc1ccc(Cl)cc1	.	0	.	.	.
CCCCC1=CC2=CC(=O)C(C)(OC(=O)CCC(=O)OC)C(=O)C2=CO1 (configuration not stated)	.	3	.	.	.
CC1(O)C(=O)C=C2C=C(c3ccc(C#N)cc3)OC=C2C1=O (configuration not stated)	.	0	.	.	.
C=C(NC(=O)C(=C)NC(=O)c1csc(C2=NC3c4csc(n4)C4NC(=O)c5csc(n5)C([C@@](C)(O)C(C)O)NC(=O)C5CSC(=N5)/C(=C\C)NC(=O)C(C(C)O)NC(=O)c5csc(n5)[C@]3(CC2)NC(=O)C(C)NC(=O)C(=C)NC(=O)C(C)NC(=O)C(C(C)CC)NC2C=Cc3c(C(C)O)cc(nc3C2O)C(=O)OC4C)n1)C(N)=O (some centres not stated)	.	5	.	.	.
Nc1ccc(O)c2ccccc12	.	2	.	.	.
COc1ccc(CNC(=O)c2ccc(N3CCC4(CC3)CC(c3ccc(Cl)cc3)=NO4)c(N)c2)cc1	.	6	.	.	.
CC1(OC(=O)c2cnc3ccccc3n2)C(=O)C=C2C=C(c3ccc(C#N)cc3)OC=C2C1=O (configuration not stated)	.	-3	.	.	.
CC(C)C[C@H](NC(=O)[C@@H](O)[C@H](N)Cc1ccccc1)C(=O)O	.	4	.	.	.
CS(=O)(=O)NCc1ccccc1Br	.	2	.	.	.
CCCCOC(=O)NS(=O)(=O)c1sc(CC(C)C)cc1-c1ccc(Cn2c(CC)nc3c(C)cc(C)nc32)cc1	.	4	.	.	.
COC(=O)CCC(=O)OC1(C)C(=O)C2=CN(Cc3ccco3)C(c3ccc(OC)cc3)=CC2=C(Br)C1=O (configuration not stated)	.	12	.	.	.
COCc1c(C(C)C)nc(C(C)C)c(/C=C/[C@@H](O)C[C@@H](O)CC(=O)O)c1-c1ccc(F)cc1	.	-2	.	.	.
CC(C)(C)OC(=O)NCCCC1=CC2=CC(=O)C(C)(OC(=O)c3ccc(Cl)nc3)C(=O)C2=CO1 (configuration not stated)	.	2	.	.	.
C=C(C(=O)Oc1ccccc1C(C)(C)C)c1ccccc1	.	7	.	.	.
C[C@H](NC(CCc1ccccc1)C(=O)O)C(=O)N1CCC[C@H]1C(=O)O (some centres not stated)	.	-1	.	.	.
CCOC(=O)c1ccc(NC(=S)Nc2ccccc2N)cc1	.	2	.	.	.
NC(CCCCc1ccccc1)c1cccc2ccccc12 (configuration not stated)	.	-5	.	.	.
COC(=O)C(C#N)c1nc2ccccc2nc1N1CCN(Cc2ccc3c(c2)OCO3)CC1 (configuration not stated)	.	2	.	-10	-4
COc1cc2c(cc1OC)C(=O)C(Br)CC2 (configuration not stated)	-2	.	.	.	.
C[C@@H]1CCCCO[C@@H](CN(C)CC2CC2)[C@@H](C)CN([C@H](C)CO)C(=O)c2cc(N(C)C)ccc2O1	66*	.	.	.	.
CCC(C)C(N)C1=NC(C(=O)N[C@@H](CC(C)C)C(=O)N[C@H](CCC(=O)[O-])C(=O)N[C@H](C(=O)N[C@H]2CCCCNC(=O)[C@H](CC(N)=O)NC(=O)[C@@H](CC(=O)[O-])NC(=O)[C@H](Cc3cnc[nH]3)NC(=O)[C@@H](Cc3ccccc3)NC(=O)[C@H]([C@@H](C)CC)NC(=O)[C@@H](CCCN)NC2=O)[C@@H](C)CC)CS1.[Zn+2] (some centres not stated)	24	.	.	.	.
SMILES	CRFBP-R2 block	IDE inh	GalR3 antagonist	pCIP destab	UBC9 SUMO inh
O=C(O)c1ccc(-n2ncc(Cl)c(Cl)c2=O)cc1	-23	.	.	.	.
COc1cc2c(cc1[N+](=O)[O-])-c1ccc([N+](=O)[O-])cc1C2=NNC(N)=S	-16	.	.	.	.
NC(=S)NN=C1CSSC1	-24	.	.	.	.
CN(C)Cc1csc(Nc2ccc(C(=O)c3ccccc3)cc2)n1	.	.	-9	.	.
CC(C)(C)n1nnnc1C(c1ccccc1)N1CCN(c2ncccn2)CC1 (configuration not stated)	.	.	0	.	.
Cc1ccc(S(=O)(=O)N2C[C@H]3C(=O)C[C@@H](c4ccc(Cl)cc4)N(S(=O)(=O)c4ccc(C)cc4)[C@H]3C[C@H]2c2ccc(Cl)cc2)cc1	.	.	0	.	.
CC(=O)c1ccc(Nc2nc(C(N)CC(C)C)cs2)cc1 (configuration not stated)	.	.	-6	.	.
Nc1nc2ncccn2c1-c1ccccc1	.	.	-4	.	.
CCc1nc2ccc(C(=O)N3CCN(C(=O)c4ccco4)CC3)cn2c1N(CC)CCOC	.	.	2	.	.
CCOC(=O)[C@]12CCCC=C1N(Cc1ccco1)C(=O)[C@H](CC(=O)NCc1cccs1)C2	.	.	-6	.	.
Cc1ccc(Cn2c(C)c(C(=O)NCc3ccc(Cl)c(Cl)c3)sc2=O)cc1	.	.	-3	.	.
O=C(CC[C@H]1O[C@@H](n2ccc(=O)[nH]c2=O)[C@H](O)[C@@H]1O)N[C@H](Cc1ccccc1)C(=O)NC1CCCCC1	.	.	-5	.	.
COc1ccc(NC(=O)C2(C)CCN2C(=O)Cc2ccccc2)cc1OC (configuration not stated)	.	.	-3	.	.
Nc1nc2c(-c3ccc([N+](=O)[O-])cc3)nnn2c2ccccc12	.	.	0	.	.
CCc1nc2ccc(C(=O)N3CCNC(=O)C3)cn2c1N(C)CCC(C)C	.	.	-2	.	.
COc1ccc(Cl)cc1Cn1c(C)c(C(=O)NCc2ccc(C#N)cc2)sc1=O	.	.	-4	.	.
CCNC(=O)C1(C)CCN(Cc2ccc(C(=O)OCC)o2)C1 (configuration not stated)	.	.	-4	.	.
CCOC(=O)C1(C)CCCCCN1C(=O)c1ccc(N(C)C)cc1 (configuration not stated)	.	.	-1	.	.
Cc1ccnc(Nc2ccc(CCO)cc2)n1	.	.	-7	.	.
c1cc2cc(CNc3nc(NCC4CC4)nc4ccsc34)ccc2o1	.	.	-9	.	.
Cc1ccc(F)c(S(=O)(=O)NC(=O)C2(C)CCN2C(=O)c2ccc(C(F)(F)F)nc2C)c1 (configuration not stated)	.	.	-2	.	.
CC(=O)OC[C@@H]1CN(Cc2ccccc2)C[C@H](n2cnc3c(NCC(C)C)ncnc32)O1	.	.	-6	.	.
CC[C@H](CO)Oc1cc(NCc2cccc(N)c2)c2ncn(C(C)C)c2c1	.	.	-4	.	.
CCOC(=O)C1=CCN(S(=O)(=O)c2ccccc2C)C1c1ccccc1 (configuration not stated)	.	.	-8	.	.
CCOC(=O)C1=C[C@@H](C)N(S(=O)(=O)c2ccc(C)cc2)[C@H]1c1ccccc1	.	.	-4	.	.

2 entries from above, as labelled records:
CC(C)(C)n1nnnc1C(c1ccccc1)N1CCN(c2ncccn2)CC1 (configuration not stated)
  CRFBP-R2 block = . | IDE inh = . | GalR3 antagonist = 0 | pCIP destab = . | UBC9 SUMO inh = .
Cc1ccc(S(=O)(=O)N2C[C@H]3C(=O)C[C@@H](c4ccc(Cl)cc4)N(S(=O)(=O)c4ccc(C)cc4)[C@H]3C[C@H]2c2ccc(Cl)cc2)cc1
  CRFBP-R2 block = . | IDE inh = . | GalR3 antagonist = 0 | pCIP destab = . | UBC9 SUMO inh = .

Reprinted from above, three compounds:
SMILES	CRFBP-R2 block	IDE inh	GalR3 antagonist	pCIP destab	UBC9 SUMO inh
CC[C@H]1CC2CN3CCc4c([nH]c5c([C@H]6C[C@H]7[C@H](CC)CN(C)[C@@H](Cc8c6[nH]c6ccccc86)[C@H]7C(=O)OC)c(OC)ccc45)C(C(=O)OC)(C2)C13	.	9	.	.	.
O=C(O)C1=CC(=C(c2ccc(O)c(C(=O)O)c2)c2ccc(O)c(C(=O)O)c2)C=CC1=O	.	-2	.	.	.
COC(=O)CCCC1=CC2=CC(=O)C(C)(O)C(=O)C2=CO1 (configuration not stated)	.	10	.	.	.

The list goes on:
SMILES	CRFBP-R2 block	IDE inh	GalR3 antagonist	pCIP destab	UBC9 SUMO inh
CCCNC(=O)C1(C)CCN(Cc2ccc(-c3ccccc3)o2)C1 (configuration not stated)	.	.	-7	.	.
CCNC(=O)c1cc2c(c(-c3cccc(-c4cncnc4)c3)n1)[C@@H](CCO)N(C(C)=O)C2	.	.	-4	.	.
CCOC(=O)[C@]12CCC=C1N(Cc1ccc3c(c1)OCO3)C(=O)[C@H](CC(=O)N1CCN(C(=O)c3ccco3)CC1)C2	.	.	-2	.	.
CCOC(=O)C1=CCN(S(=O)(=O)c2ccccc2Br)C1c1ccc(Br)cc1 (configuration not stated)	.	.	-6	.	.
CSc1ccc(CN2CCC(C)(Oc3ccc(CC#N)cc3)C2)cc1 (configuration not stated)	.	.	-7	.	.
O=S1(=O)N[C@@H](Cc2ccccc2)COc2cc(NC3CC3)ccc21	.	.	-5	.	.
CCc1nc2ccc(C(=O)N(C)CCCN(C)C)cn2c1N(C)CCCc1ccccc1	.	.	-6	.	.
COC(=O)[C@]12CCCCC=C1N(CCc1ccc(OC)c(OC)c1)C(=O)[C@H](CC(=O)N1CCN(C(=O)c3ccco3)CC1)C2	.	.	-3	.	.
COC(=O)[C@]12CCCCC=C1N(Cc1ccc(Cl)cc1Cl)C(=O)[C@H](CC(=O)NCC13CC4CC(CC(C4)C1)C3)C2	.	.	-7	.	.
CC[C@@H]1Cc2[nH][nH]c(=O)c2[C@H](c2ccc(Cl)cc2)O1	.	.	-2	.	.
COC(=O)N1C[C@H](OC)[C@H]2C[C@@H]1c1ccccc1O2	.	.	-8	.	.
CCCNC(=O)C1(C)CCCN(Cc2ccc(-c3ccccc3)o2)C1 (configuration not stated)	.	.	-8	.	.
CCCCCNC(=O)C(c1ccc(OC)cc1)n1c(=O)c(-c2ccccc2)nc2ccccc21 (configuration not stated)	.	.	-7	.	.
CC(c1nc2ccccc2[nH]1)N(C(=O)Cc1csc2ccccc12)c1cccnc1 (configuration not stated)	.	.	-6	.	.
COc1cc(OC)nc(C(NC(=O)C2CCN(Cc3ccc(N(C)C)cc3)CC2)c2ccc(F)cc2)n1 (configuration not stated)	.	.	-3	.	.
CCN1CCC(C(=O)NC(c2ccc(F)cc2)c2ncccc2C)CC1 (configuration not stated)	.	.	0	.	.
CC(C)C(=O)N1CCCC1(C)C(=O)Nc1cccc(Oc2ccccc2)c1 (configuration not stated)	.	.	-3	.	.
COC(=O)C1=C(C)N(C)C(=NCc2ccccc2)NC1c1ccc(F)cc1 (configuration not stated)	.	.	-7	.	.
Cc1cccc(CN2CCN(C3CN(Cc4cn(Cc5cccc(Cl)c5)nn4)S(=O)(=O)C3)CC2)c1 (configuration not stated)	.	.	-4	.	.
CCOC(=O)C1CCCN(C(=O)c2ccc(-c3ccccc3)cc2)CC1 (configuration not stated)	.	.	-7	.	.
CCCNC(=O)c1cc2c(c(-c3cccc(-c4ccc(F)cc4)c3)n1)[C@H](CCO)N(S(=O)C(C)(C)C)C2 (some centres not stated)	.	.	-4	.	.
N#Cc1cccc(C2CC(OCCF)=CC(=O)O2)c1 (configuration not stated)	.	.	1	.	.
CC(=O)c1cccc(NC(=O)c2ccc(-n3cncn3)c3ccoc23)c1	.	.	3	.	.
COc1ccc(C(=O)C[C@@H]2OC3CCCCC3N2S(=O)(=O)c2ccc(C)cc2)cc1OC (some centres not stated)	.	.	-4	.	.
COC(=O)c1ccc2nc(-c3ccc(OC)c(OC)c3)c(Cc3ccc(C)cc3)n2c1	.	.	-5	.	.
Cc1ccc(-c2nc3c(Cl)cc(C(F)(F)F)cn3c2Cc2cccc(F)c2)cc1	.	.	-3	.	.
COc1ccc(Cc2c(C(C)(C)C)nc3c(C)cc(Br)cn23)c(C)c1	.	.	-8	.	.
O=C1NC(=S)SC1=Cc1ccccn1	.	.	-6	.	.

Some values from the list.
CSc1ccc(CN2CCC(C)(Oc3ccc(CC#N)cc3)C2)cc1 (configuration not stated) in GalR3 antagonist is entered as -7
CCN1CCC(C(=O)NC(c2ccc(F)cc2)c2ncccc2C)CC1 (configuration not stated) in GalR3 antagonist is entered as 0
